Compound activity: PubChem BioAssay, NMMLSC
RPL19A TOR yeast – yeast TOR pathway RPL19A-GFP modulation; AID 2025; S. cerevisiae RPL19A-GFP strain, flow cytometry, 3 h; hits give low values; 0.3% of 330,000 active; percent response vs DMSO, % at 10 µM;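 active = percent response vs DMSO below 50%; inconclusive = fewer than 70 events counted for the yeast strain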;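 also: median channel GFP fluorescence of the barcoded RPL19A-GFP strain; ratio of sample median GFP to plate DMSO average so 100% = DMSO; lower means less RPL19A-GFP as with rapamycin TOR inhibition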
MEP2-GFP yeast – modulators of TOR pathway MEP2-GFP in S. cerevisiae; 0.51% of 330,000 active; S. cerevisiae MEP2-GFP strain, flow cytometry GFP, 3 h; 100% = DMSO control level; GFP response vs DMSO, % at 10 µM;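 active = GFP response versus DMSO above a set limit, roughly screen mean plus 3 SD, cut at about 180% in these data; inconclusive = fewer than 70 cells counted for a yeast strain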;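 also: median GFP fluorescence of the barcode-gated MEP2-GFP cells per well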
VLA-4 inh – inhibition in a human VLA-4 binding assay; P13612; VLA-4 expressing cells, ligand binding flow cytometry; inhibition, % (about 7 µM as worked out from the volumes in the protocol); 0.2% of 330,000 active; in the data active = inhibition above about 50%
Target sequence (P13612 whole entry, looked up): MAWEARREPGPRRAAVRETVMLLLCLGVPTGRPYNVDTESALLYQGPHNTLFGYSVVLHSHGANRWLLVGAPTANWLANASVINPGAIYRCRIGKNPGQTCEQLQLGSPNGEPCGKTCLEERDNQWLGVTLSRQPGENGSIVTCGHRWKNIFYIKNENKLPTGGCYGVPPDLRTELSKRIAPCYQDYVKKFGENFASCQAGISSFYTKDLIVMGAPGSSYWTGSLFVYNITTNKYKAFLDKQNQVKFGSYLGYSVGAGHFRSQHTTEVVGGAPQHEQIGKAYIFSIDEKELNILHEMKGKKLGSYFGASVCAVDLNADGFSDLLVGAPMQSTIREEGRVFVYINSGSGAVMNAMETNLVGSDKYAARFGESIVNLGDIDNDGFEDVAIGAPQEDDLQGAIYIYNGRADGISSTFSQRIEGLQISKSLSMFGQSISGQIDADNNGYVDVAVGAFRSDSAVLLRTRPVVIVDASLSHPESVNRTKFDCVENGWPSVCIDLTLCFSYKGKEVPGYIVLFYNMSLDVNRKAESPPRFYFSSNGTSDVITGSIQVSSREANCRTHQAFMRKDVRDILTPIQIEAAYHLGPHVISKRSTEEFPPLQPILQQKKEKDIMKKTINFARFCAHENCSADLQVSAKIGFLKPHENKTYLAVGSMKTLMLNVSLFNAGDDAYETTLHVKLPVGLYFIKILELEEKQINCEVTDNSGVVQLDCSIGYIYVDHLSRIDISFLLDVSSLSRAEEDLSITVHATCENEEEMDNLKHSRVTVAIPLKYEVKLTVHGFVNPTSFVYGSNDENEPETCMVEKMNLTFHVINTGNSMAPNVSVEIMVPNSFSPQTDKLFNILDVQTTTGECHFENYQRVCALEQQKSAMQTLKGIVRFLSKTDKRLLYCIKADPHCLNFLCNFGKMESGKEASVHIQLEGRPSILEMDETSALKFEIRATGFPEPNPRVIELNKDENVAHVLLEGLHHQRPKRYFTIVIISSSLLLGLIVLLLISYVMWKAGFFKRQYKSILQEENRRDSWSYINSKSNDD
Yeast superoxide – yeast age-related superoxide inhibition as caloric restriction mimetic. superoxide response (% of plate mean), % at 10 µM. S. cerevisiae aged cells, superoxide DHE fluorescence; hits give low values. AID 2690. 0.18% of 330,000 active;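 active = superoxide response under a set limit, about three screen SD below normal, cut at about 65% in these data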;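 also: yeast aged for seven days with compound at 30 °C before DHE staining; 100% = average MFI of all compound-treated wells on the plate with controls excluded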
LAP4 TOR yeast – yeast TOR pathway LAP4-GFP modulation; AID 2023; 0.34% of 320,000 active; GFP response vs DMSO, % at 10 µM; S. cerevisiae LAP4-GFP multiplex, flow cytometry GFP, 3 h; median GFP as percent of DMSO wells;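 active = GFP response vs DMSO above a set limit, about the screen mean plus 3 SD, cut at about 150% in these data; inconclusive = under 70 cell events counted for the yeast strain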
AGP1 TOR yeast – modulators of TOR pathway AGP1-GFP in S. cerevisiae; S. cerevisiae AGP1-GFP multiplex flow cytometry, 3 h; GFP as percent of DMSO wells; GFP response vs DMSO, % at 10 µM; 0.02% of 320,000 active; AID 2066;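 active = GFP response relative to DMSO above a set limit, near screen average plus 3 SD, cut at about 150% in these data; inconclusive = fewer than 70 cells counted for the yeast strain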;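 also: median GFP channel fluorescence of the gated AGP1 strain per well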
CIT2 TOR yeast – alters CIT2-GFP fluorescence in TOR pathway yeast screen. S. cerevisiae CIT2-GFP strain, flow cytometry, 3 h; 100 means same as DMSO wells. GFP response vs DMSO, % at 10 µM. 0.065% of 320,000 active. AID 2029;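 active = GFP response relative to DMSO above a set limit, near the screen mean plus 3 SD, cut at about 150% in these data; inconclusive = Fewer than 70 cells measured for a yeast strain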;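 also: ratio of well median GFP fluorescence to mean of DMSO wells on the plate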
GRK2 inh – inhibitors of human GRK2 displacing RNA aptamer; 0.59% of 330,000 active; bead flow cytometry, FAM-aptamer displacement from GRK2; AID 488847; inhibition of aptamer binding, % at 10 µM;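 active = inhibition of aptamer binding above 40%, roughly 3 SD of noise, on plates passing a quality check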;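 also: median bead fluorescence of bound FAM aptamer so fluorescent compounds give negative values; no value below 0 was filed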
* marks the source's active call; other numbers are inactive results; ? = inconclusive; . = not tested or not shown.

SMILES	RPL19A TOR yeast	MEP2-GFP yeast	VLA-4 inh	Yeast superoxide	LAP4 TOR yeast	AGP1 TOR yeast	CIT2 TOR yeast	GRK2 inh
CCCCNC(=O)COC(=O)CCC(=O)c1cccs1	110	105	10	98	95	106	106	0
Cc1cc(Cl)ccc1OCC(=O)Nc1ccccc1N1CCOCC1	98	99	0	106	107	98	82	1
CC[C@]12CCCN3CCc4c(n(c5ccccc45)C(=O)C1)[C@@H]32	98	97	25	118	101	96	88	0
O=C(O)CN1C(=O)/C(=C\c2cc(Br)ccc2OCc2ccc(Cl)cc2)SC1=S	102	103	7	117	91	97	95	2
O=S(=O)(c1ccccc1)n1ccc2cccnc21	103	110	0	114	102	102	98	0
O=C(CCc1ccc(O)cc1)c1c(O)cc(O)cc1O	98	92	23	111	105	85	73	0
O=C(Nc1ccccc1)OCc1cc(-c2ccccc2Cl)on1	99	105	6	86	107	91	95	0
CC(C)(C)C1CCc2c(sc(NC(=O)C3CC=CCC3C(=O)O)c2C#N)C1 (stereo unspecified)	104	106	15	112	95	91	90	6
O=C(COC(=O)c1ccc[nH]c1=O)NCCc1ccc(F)cc1	?	?	8	108	?	?	?	2
CC1CC(C)CN(C(=O)C2CCN(S(=O)(=O)c3c(Cl)cccc3Cl)CC2)C1 (stereo unspecified)	77	89	3	97	78	91	95	0
Cc1ccccc1-n1nc2c(c1NC(=O)c1ccc(Br)o1)CSC2	97	102	8	132	102	78	78	1
O=C(COC(=O)c1ccc(NS(=O)(=O)c2cccs2)cc1O)Nc1ccc(F)cc1	97	99	-6	110	104	104	95	2

Rewritten with each value named: part of the list above
> O=S(=O)(c1ccccc1)n1ccc2cccnc21
  RPL19A TOR yeast = 103	MEP2-GFP yeast = 110	VLA-4 inh = 0	Yeast superoxide = 114	LAP4 TOR yeast = 102	AGP1 TOR yeast = 102	CIT2 TOR yeast = 98	GRK2 inh = 0
> CC1CC(C)CN(C(=O)C2CCN(S(=O)(=O)c3c(Cl)cccc3Cl)CC2)C1 (stereo unspecified)
  RPL19A TOR yeast = 77	MEP2-GFP yeast = 89	VLA-4 inh = 3	Yeast superoxide = 97	LAP4 TOR yeast = 78	AGP1 TOR yeast = 91	CIT2 TOR yeast = 95	GRK2 inh = 0
> Cc1ccccc1-n1nc2c(c1NC(=O)c1ccc(Br)o1)CSC2
  RPL19A TOR yeast = 97	MEP2-GFP yeast = 102	VLA-4 inh = 8	Yeast superoxide = 132	LAP4 TOR yeast = 102	AGP1 TOR yeast = 78	CIT2 TOR yeast = 78	GRK2 inh = 1
> Cc1cc(Cl)ccc1OCC(=O)Nc1ccccc1N1CCOCC1
  RPL19A TOR yeast = 98	MEP2-GFP yeast = 99	VLA-4 inh = 0	Yeast superoxide = 106	LAP4 TOR yeast = 107	AGP1 TOR yeast = 98	CIT2 TOR yeast = 82	GRK2 inh = 1

Following part.
SMILES	RPL19A TOR yeast	MEP2-GFP yeast	VLA-4 inh	Yeast superoxide	LAP4 TOR yeast	AGP1 TOR yeast	CIT2 TOR yeast	GRK2 inh
CCCC(=O)Nc1ccc(C(=O)NCC(=O)OCC)cc1	94	114	-3	103	100	93	94	0
CC1CCCCC1NC(=O)COc1ccc(C#N)cc1 (stereo unspecified)	96	113	0	100	100	100	100	0
Cc1ccc(S(=O)(=O)c2c(C(=O)c3ccccc3)cnc3cc4c(cc23)OCCO4)cc1	104	100	-6	102	112	96	101	0
CCOc1cc(NC(=S)Nc2ccccc2OC)c(OCC)cc1NC(=O)c1ccccc1C	100	107	31	102	102	104	108	1
CC1Cc2nc(SCC(=O)Nc3nccs3)n(Cc3ccccc3)c(=O)c2S1 (stereo unspecified)	101	94	3	95	98	99	89	3
COc1ccc(C(CC(=O)O)NC(=O)c2cccs2)cc1 (stereo unspecified)	92	95	4	90	96	87	91	0
CC(C)(O)C#Cc1ccc(C(=O)N2CCN(c3ccccc3)CC2)cc1	98	103	9	100	92	97	95	2
O=[N+]([O-])c1ccccc1S(=O)(=O)N(CC1CO1)c1ccccc1 (stereo unspecified)	106	102	9	97	91	98	102	1
O=c1cc(N2CCOCC2)[nH]c(=O)n1-c1ccc(Br)cc1	100	110	-15	84	95	103	98	0
COc1ccc(C)c(NC(=O)C2CC(=O)NC3=C2C(=O)CCC3)c1 (stereo unspecified)	100	101	3	83	107	111	106	3
O=C(COC(=O)c1ccccc1O)Nc1cc([N+](=O)[O-])ccc1Cl	108	111	5	99	106	105	108	0
C[C@H](NC(=O)c1[nH]cnc1C(=O)Nc1ccc(CNC(=O)OC(C)(C)C)cc1)C(=O)OCc1ccccc1	116	97	-34	93	115	102	103	2
NCc1nc(-c2ccc(Cl)cc2)no1	104	103	10	121	97	104	105	1
O=C(CCC(=O)OCc1cccc([N+](=O)[O-])c1)Nc1ccc(F)cc1	106	107	0	112	96	104	103	0
Cc1ccc2[nH]c(=O)c(CN(Cc3cccnc3)Cc3nnnn3CCN3CCOCC3)cc2c1	97	107	-22	95	101	103	101	1
CC(C)CN1C(=O)c2ccc(NC(=O)c3ccccc3F)cc2C1=O	103	102	-2	80	98	.	105	3
O=c1[nH]c(N2CCc3ccccc3C2)nc2c1CCC2	99	102	-13	120	95	100	82	4
COc1ccc(CSC2=CS(=O)(=O)c3ccccc3N2)cc1	98	106	36	103	95	101	104	1
C1=CCC(CN2CCNCC2)CC1 (stereo unspecified)	106	103	2	106	102	105	108	0
CCCc1ccc(C(=O)[C@@H]2[C@@H](C(C)=O)N3c4ccc(F)cc4C=C[C@@H]3[C@@]23C(=O)Nc2ccccc23)cc1	96	92	5	102	94	102	98	1
Cc1nc2c(ccc3nc(NC(=O)c4ccc(S(=O)(=O)N(C)C)cc4)sc32)s1	94	102	5	95	103	96	96	0
COc1ccccc1N1CCN(CCN2C(=O)C3CCCCN3C2=O)CC1 (stereo unspecified)	98	103	4	105	88	95	95	3
COc1ccccc1NC(=O)COn1nnc2ccc(S(=O)(=O)N3CCOCC3)cc21	95	100	17	108	106	102	108	1
CCN1CCN(Cc2ccc(NC(=O)Nc3ccc(SC)cc3)cc2)CC1	98	99	9	107	106	104	102	0

Ordered by heavy-atom count (ascending): six of the compounds above.
SMILES	RPL19A TOR yeast	MEP2-GFP yeast	VLA-4 inh	Yeast superoxide	LAP4 TOR yeast	AGP1 TOR yeast	CIT2 TOR yeast	GRK2 inh
O=c1[nH]c(N2CCc3ccccc3C2)nc2c1CCC2	99	102	-13	120	95	100	82	4
COc1ccc(CSC2=CS(=O)(=O)c3ccccc3N2)cc1	98	106	36	103	95	101	104	1
CC(C)CN1C(=O)c2ccc(NC(=O)c3ccccc3F)cc2C1=O	103	102	-2	80	98	.	105	3
COc1ccccc1N1CCN(CCN2C(=O)C3CCCCN3C2=O)CC1 (stereo unspecified)	98	103	4	105	88	95	95	3
Cc1nc2c(ccc3nc(NC(=O)c4ccc(S(=O)(=O)N(C)C)cc4)sc32)s1	94	102	5	95	103	96	96	0
Cc1ccc2[nH]c(=O)c(CN(Cc3cccnc3)Cc3nnnn3CCN3CCOCC3)cc2c1	97	107	-22	95	101	103	101	1

Carrying on:
SMILES	RPL19A TOR yeast	MEP2-GFP yeast	VLA-4 inh	Yeast superoxide	LAP4 TOR yeast	AGP1 TOR yeast	CIT2 TOR yeast	GRK2 inh
CNc1ccc(Br)cc(C(=O)/C=C/c2cccc(OC)c2)c1=O	98	110	-37	101	133	96	87	5
O=C(Nc1cccc(S(=O)(=O)N2CCCCC2)c1)C1CCCC1	92	94	7	101	94	94	97	1
Cc1ccc(OCc2ccc(C(=O)NN)o2)cc1C	93	96	-1	92	104	102	93	2
CCCCCCCCCS(=O)(=O)Nc1cc(C)ccn1	102	103	3	121	91	96	95	2
CSc1sccc1/C=N/NC(=O)c1ccncc1	100	104	-5	96	106	94	94	0
CC1CC(=O)N(CC(=O)NCc2ccco2)c2ccccc2S1 (stereo unspecified)	98	102	5	114	96	100	.	1
Cc1ccc(S(=O)(=O)N(C)CCCC(=O)N2CCN(C=O)CC2)cc1	.	101	-1	96	101	106	104	4
CC(=O)c1ccc(N2CCN(C(=O)c3ccc(OCc4c(C)noc4C)cc3)CC2)cc1	105	98	-9	87	98	105	110	0
CCC(CC)=N/N=C/c1c(O)n(CC)c2cc(C3=NNC(=O)CC3)ccc12	93	85	24	99	93	95	94	2
O=c1nc2c(-c3cccc(Br)c3)n[nH]n2c2ccccc12	99	109	-7	91	96	102	107	0
O=C1CSC(c2ccccc2F)N1c1cc(Cl)ccc1O (stereo unspecified)	98	96	2	98	100	.	97	2
Cc1cc(C)c2c(-n3cccc3)c(NC(=O)OCc3ccccc3)sc2n1	102	97	0	126	88	96	99	2
CCc1ccccc1NC(=O)CNC(=O)CNC(=O)C1CCCCC1	98	99	0	103	94	96	96	1
COc1ccccc1C(=O)Nc1c(-c2ccccc2)nc2ccccn12	101	109	2	102	101	92	95	0
CCc1ccc(C(=O)COC(=O)CNC(=O)CNC(=O)Cc2ccccc2)cc1	103	102	-21	99	97	102	105	2
O=C(c1cccs1)N1CCC(c2nc3c(nnn3Cc3c(Cl)cccc3Cl)c(=O)[nH]2)CC1	105	105	0	102	94	106	103	2
Cc1c(C(=O)NCCN2CCCC(O)C2)oc2c(F)cccc12 (stereo unspecified)	107	101	4	90	80	97	.	0
CCOC(=O)N/N=C(/C)c1ccc([N+](=O)[O-])o1	96	98	-4	100	100	96	101	5
COc1ccc(CNCCC2(Cc3ccccc3)CC(C)N(C)CC2C)cc1OC (stereo unspecified)	92	86	8	106	89	89	88	0
O=C1CC(SC2=NCCS2)C(=O)N1c1cccc(Cl)c1Cl (stereo unspecified)	101	97	10	110	84	89	93	3
CCOc1cc(/C=N/N=C/c2ccc(O)c(OCC)c2)ccc1O	107	104	9	98	77	95	111	0
COc1ccc(C(=O)/C=C/c2ccccc2)c(O)c1	97	158	-29	86	88	29	74	0
CCCCCCCCCCCCN1C/C(=C\C(=O)OCC)c2cc(C(F)(F)F)ccc2S1(=O)=O	102	94	9	97	95	84	80	0
COc1ccc(CCN2C(=O)CC(C(N)=O)SC2=Nc2ccccc2)cc1OC (stereo unspecified)	93	94	2	118	92	98	100	0
Cc1noc(C)c1COC(=O)c1cccc(S(=O)(=O)N2c3ccccc3CC2C)c1 (stereo unspecified)	99	103	4	107	109	100	92	1
CC(C(=O)O)C(=O)O	97	105	-4	104	129	86	78	1
CSc1ncccc1C(=O)Nc1cccc(C)n1	104	100	-12	117	103	100	110	2
O=C(O)C(Cc1c[nH]c2ccccc12)N1C(=O)C2C3c4ccccc4C(c4ccccc43)C2C1=O (stereo unspecified)	93	113	2	81	103	88	96	0
Cc1ccc(S(=O)(=O)N2CCOCC2)cc1C(=O)N1CCCCCC1	103	96	4	97	83	92	87	0
C=CCOc1ccc(/C=N/n2nnnc2N)cc1OC	104	97	-2	117	112	114	102	0
COc1cc(/C=N/NC(=O)/C(=C\c2ccc([N+](=O)[O-])cc2)NC(=O)c2ccccc2)cc(OC)c1O	103	109	36	98	102	103	112	2
C/C=C(\C)C(=O)OC(C)(C)[C@H]1Cc2cc3ccc(=O)oc3cc2O1	101	104	4	102	137	99	88	1
